Compound activity deposited in PubChem by National Center for Advancing Translational Sciences (NCATS).
RXFP1 ag = RXFP1 (human) receptor agonism; Potency, µM (titrated, usually from 57.5 µM), without a hit: top-dose activation, usual class: activators; AID 2676; 370,000 compounds, 0.3% hits; Q9HBX9; HEK293T-RXFP1 cAMP TR-FRET, 30 min; response scale: percent of porcine relaxin response, buffer zero; also: potency is read from the fitted curve at half-maximal effect; % is scaled to controls: 0 for no effect and ±100 for the full control effect; nearly all actives have a fitted effect of over 60% in size; many of its hits are not listed in these tables
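HEK293 cells stably expressing RXFP1, treated 30 min at 37C with compounds plus PDE4 inhibitor Ro 20174; cAMP measured by HTRF TR-FRET. Normalized to buffer and 29 nM porcine relaxin; EC50 by Hill fit.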
D1 ag = human D1 receptor agonism. HEK293 T-REx D1 cells, calcium flux, agonist mode. 360,000 compounds, 1% hits. activation, % at 2 µM. P21728; in the data active = activation above about 30%; also: 0% is about no effect
Target sequence (P21728 whole entry, looked up): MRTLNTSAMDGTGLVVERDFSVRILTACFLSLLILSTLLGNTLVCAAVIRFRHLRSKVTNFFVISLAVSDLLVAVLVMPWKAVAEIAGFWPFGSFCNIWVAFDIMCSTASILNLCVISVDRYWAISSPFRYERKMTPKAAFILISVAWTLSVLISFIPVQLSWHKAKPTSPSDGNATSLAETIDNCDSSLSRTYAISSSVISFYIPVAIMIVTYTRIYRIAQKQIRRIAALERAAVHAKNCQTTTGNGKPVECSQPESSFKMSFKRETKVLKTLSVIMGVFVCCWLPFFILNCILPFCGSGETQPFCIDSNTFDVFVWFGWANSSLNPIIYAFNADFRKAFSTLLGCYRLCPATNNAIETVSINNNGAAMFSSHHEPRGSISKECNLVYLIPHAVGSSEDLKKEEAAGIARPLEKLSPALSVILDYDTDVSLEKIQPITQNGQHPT
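Agonism was scored from calcium flux recorded over 180 s (1 read/s) after pintool compound addition, following a 10-cycle baseline. Cells were inducible force-coupled HEK293 TREx D1, plated overnight at 30 C and loaded with no-wash calcium dye.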
D1 antagonist = blocks dopamine activation of the human D1 receptor | HEK293 TREx D1 cells, calcium flux, dopamine EC80; stronger effect = lower value | AID 504652 | activity change, negative = inhibition, % at 10 µM | P21728 | 360,000 compounds, 3.2% hits; in the data active = activity change below about -30%; also: % is scaled to controls: 0 for no effect and ±100 for the full control effect
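Cells carrying a force-coupled, tetracycline-inducible human D1 receptor report calcium flux. Each well gets a 10 s baseline, compound with 180 s monitoring, then an EC80 dopamine stimulus with a second 180 s kinetic read.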
Vif-APOBEC3G blk = Vif-A3G binding inhibition. Q9HC16. HeLa A3G-eYFP + Vif (tagged APOBEC3G with the HIV-1 protein that degrades it), YFP fluorescence, overnight. 410,000 compounds, 0.076% hits. Potency, µM (series often up to 46.1 µM), for inactives: top-dose activity, negative = active, usual class: inhibitors. AID 602310;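 also: potency is read from the fitted curve at half-maximal effect; % is scaled to controls: 0 for no effect and ±100 for the full control effect; nearly all actives have a fitted effect of over 60% in size; hits raise eYFP signal because A3G escapes Vif-driven loss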
Target sequence (Q9HC16 whole entry, looked up): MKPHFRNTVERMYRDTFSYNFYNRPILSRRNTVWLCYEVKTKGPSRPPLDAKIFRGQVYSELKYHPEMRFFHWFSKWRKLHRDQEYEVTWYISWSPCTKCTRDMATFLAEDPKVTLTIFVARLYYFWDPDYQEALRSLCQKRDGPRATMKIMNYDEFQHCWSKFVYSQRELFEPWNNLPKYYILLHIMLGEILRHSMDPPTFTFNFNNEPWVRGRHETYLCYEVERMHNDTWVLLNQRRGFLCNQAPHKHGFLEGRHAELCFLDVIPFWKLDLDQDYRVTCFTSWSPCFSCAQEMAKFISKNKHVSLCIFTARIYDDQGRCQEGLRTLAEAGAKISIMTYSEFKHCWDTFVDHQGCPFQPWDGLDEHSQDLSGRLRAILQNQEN
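HeLa cells stably expressing Vif and C-terminally eYFP-tagged A3G, seeded overnight at 37 deg C, then exposed to compound by pintool overnight at 37 deg C. Rise in yellow fluorescence (Ex 488/Em 500-530, Acumen) marks blocked Vif-driven A3G degradation.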
RXFP1 antagonist = blocks the human relaxin receptor RXFP1; AID 1259400; Q9HBX9; 350,000 compounds, 0.59% hits; activity change, negative = inhibition, % at 57.5 µM; HEK293-RXFP1, relaxin-stimulated cAMP HTRF, 30 min; stronger effect = lower value;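 active = activity change of -60% or lower, but not beyond a set lower limit; inconclusive = change between -60% and -40%, or beyond the set limit; inactive = change above -40%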; also: % is scaled to controls: 0 for no effect and ±100 for the full control effect
D1 PAM = potentiators of human D1 dopamine receptor | 360,000 compounds, 0.036% hits | P21728 | HEK293 TREx D1 cells, calcium flux, dopamine EC20 potentiation | potentiation, % at 10 µM | AID 504651; in the data active = potentiation above about 30%; also: 0% is about no effect
D2 PAM = D2 dopamine receptor (human) potentiation. 340,000 compounds, 0.34% hits. HEK293 T-REx D2, calcium flux, EC20 dopamine potentiation. P14416. potentiation, % at 10 µM;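 active = potentiation over 3 SD above the plate norm, cut at about 30% in these data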; also: 0% is about no effect
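Calcium flux readout, no-wash dye, 1 read/s. Inducible HEK293 Trex D2 line, overnight 30 C. Compound alone 180 s (agonist flags), then EC20 dopamine, another 180 s to score potentiation.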
GRP78 ERSR act = inducers of ER stress response in human glioma cells; Potency, µM, for inactives: top-dose activation, usual class: activators; U87-MG GRP78 promoter luciferase reporter, 16 h; 420,000 compounds, 0.02% hits; AID 602332; also: potency is read from the fitted curve at half-maximal effect; series mostly up to about 76 µM; % of control where 0% means no effect; nearly all actives have a fitted effect of over 35% in size
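Stably transfected U87-MG human glioma cells carrying a GRP78-based luminescent sensor were seeded at 1000 cells/well, pin-dosed with compounds and incubated 16 h. Luciferase reagent was then added, and end-point luminescence was read after 10 min at room temperature.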
Vif-A3F inh = inhibitors of Vif-A3F interaction | HeLa A3F-eYFP + Vif (tagged APOBEC3F with the HIV-1 protein that degrades it), YFP fluorescence increase | Potency, µM (top dose mostly 46.1 µM), for inactives: top-dose activity, negative = active | 390,000 compounds, 0.2% hits | AID 602313; also: potency is read from the fitted curve at half-maximal effect; % of control where 0% means no effect; nearly all actives have a fitted effect of over 65% in size
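Fluorescence increase (Ex 488/Em 500-530) after overnight compound treatment at 37 deg C flags inhibition of Vif-driven A3F-eYFP loss in stable HeLa A3F-eYFP/Vif cells seeded overnight beforehand.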
Active calls of the source: *; ? = inconclusive; / = not tested or not shown. Unless noted, calls follow the shape of the dose curve; as a rule, active = well fitted curve in the direction sought with a large enough effect; inconclusive = small, poorly fitted or top-dose-only effect, or another doubt; inactive = no such curve, though single readings can be large; an effect the other way counts as inactive or inconclusive. This is a subset (hit frequency here may not be typical).

SMILES	RXFP1 ag	D1 ag	D1 antagonist	Vif-APOBEC3G blk	RXFP1 antagonist	D1 PAM	D2 PAM	GRP78 ERSR act	Vif-A3F inh
NC(=O)CSCc1ccc(Br)cc1	0.0%	2.3	-0.1	0.4%	-1.1	-0.8	-5.6	-4.6%	1.3%
CCOc1ccc(NC(=O)c2ccc(C#CC(C)(C)O)cc2)cc1	0.4%	3.0	8.2	0.9%	31.6	-6.5	4.3	-7.1%	-23.6%
CC1CCN(c2ccc(-c3nc(C(C)C)no3)cc2[N+](=O)[O-])CC1	4.5%	2.8	-1.4	0.0%	/	-0.7	/	1.3%	3.1%
O=C(CN1CCC(NC(=O)c2ccccc2Cl)CC1)NCc1ccccc1	-2.3%	2.0	-8.6	0.1%	3.8	1.7	-1.3	-0.3%	9.8%
Cc1ccc(OCC(=O)Nc2ccc(F)cc2)cc1	2.5%	-2.0	6.9	-1.0%	3.7	0.2	-13.9	6.1%	-12.7%
CCn1cc(CN2CCC(n3nccc3NC(=O)c3ccc(OC)cc3)CC2)cn1	2.5%	0.8	-18.8	1.3%	18.0	-8.8	-11.7	-3.2%	4.4%
Cn1nnnc1SCC(=O)Nc1cccc(S(=O)(=O)N2CCCC2)c1	10.9%	0.7	-4.3	-2.8%	9.4	-9.4	1.9	0.1%	-6.8%
CCOc1nc(S(=O)(=O)c2ccc(C)cc2)c(Cl)s1	1.2%	0.4	-5.6	-0.9%	0.2	-3.2	-4.5	-2.7%	-7.3%
CCOc1ccccc1C1N=C(N)Nc2nc3ccccc3n21 (stereo not given)	3.0%	-1.4	9.3	-2.3%	/	-3.4	17.3	-0.4%	-4.0%
CN(C)c1ccc(C(=O)Nc2cccc(S(=O)(=O)N3CCCC3)c2)cc1	-0.4%	0.6	5.1	2.5%	4.1	3.1	1.5	8.4%	4.6%
COC(=O)C(Cc1c[nH]c2ccccc12)NC(=O)c1cccc(S(=O)(=O)N2CCCCC2)c1 (stereo not given)	0.2%	0.4	11.1	0.3%	5.3	-4.3	-2.8	5.3%	-7.0%
COc1ccc2oc3cc(C)[n+]([O-])c(-c4ccc(C)cc4)c3c2c1	-0.7%	0.7	3.6	-6.2%	/	0.7	-13.7	0.4%	-15.0%
CCOC(=O)c1sc(C(=O)OCC)c(OCCO)c1OCCO	1.2%	3.9	-3.2	-2.0%	0.2	-2.6	-2.8	0.6%	-9.4%
O=S(=O)(N=C1C=CC(=NS(=O)(=O)c2ccccc2)c2ccccc21)c1ccccc1	/	/	/	?	-0.9	/	/	-13.4%	?
CN(Cc1cnn(Cc2ccccc2)c1)C(=O)CN=C1NS(=O)(=O)c2ccccc21	1.0%	1.1	3.8	-0.1%	14.3	-6.7	13.8	-3.2%	6.8%

The last 2 compounds of the section before open the next one.
SMILES	RXFP1 ag	D1 ag	D1 antagonist	Vif-APOBEC3G blk	RXFP1 antagonist	D1 PAM	D2 PAM	GRP78 ERSR act	Vif-A3F inh
O=S(=O)(N=C1C=CC(=NS(=O)(=O)c2ccccc2)c2ccccc21)c1ccccc1	/	/	/	?	-0.9	/	/	-13.4%	?
CN(Cc1cnn(Cc2ccccc2)c1)C(=O)CN=C1NS(=O)(=O)c2ccccc21	1.0%	1.1	3.8	-0.1%	14.3	-6.7	13.8	-3.2%	6.8%
COc1ccc(-c2nnnn2CCc2ccccc2)cc1	1.4%	2.4	-13.7	0.9%	11.9	-7.4	3.7	-2.1%	2.1%
COC(=O)c1cc2ccccc2c(=O)s1	3.5%	4.1	-8.0	0.5%	-11.6	-2.5	-4.8	4.2%	-15.8%
O=c1[nH]cnc2c1C(c1ccccc1)c1c(nc[nH]c1=O)O2	2.7%	3.2	-11.6	-1.9%	4.5	-1.4	-2.8	-2.4%	-1.9%
Cc1ccc(S(=O)(=O)N(C)c2ccc(C(=O)Nc3cccc(C)n3)cc2)cc1	0.4%	7.1	-21.5	-5.4%	-34.9	-5.5	-3.5	0.9%	-9.4%
COc1ccc2nc(Cl)c(/C=N/Nc3ccccn3)cc2c1	0.6%	2.4	7.9	0.6%	2.4	-1.5	7.9	-1.6%	-0.5%
CCOC(=O)N1CCN(C(=O)c2ccc3c(=O)n(CC4CCCO4)c(=S)[nH]c3c2)CC1 (stereo not given)	2.1%	1.0	-3.0	1.5%	1.2	-7.5	-3.2	-1.3%	2.1%
O=C(CCc1ccccc1)n1nc(-c2ccco2)nc1SCc1ccccc1	-1.2%	0.8	-5.8	-0.2%	-1.9	-6.0	-5.8	-2.0%	2.1%
Cc1ccsc1C1C2=C(CCCC2=O)Nc2ncnn21 (stereo not given)	-0.4%	2.5	-8.1	-3.4%	5.1	-2.3	1.2	-4.3%	-4.4%
CCCNC(=O)CN1C(=O)NC(c2ccccc2)(c2ccccc2)C1=O	0.8%	0.7	4.5	-0.6%	-1.8	-5.7	2.1	-5.1%	-8.4%
C=CCn1c(-c2ccc(Cl)cc2)c[nH]c1=S	3.8%	4.6	2.8	0.3%	-11.7	-3.5	5.3	4.4%	0.0%
CCOC(=O)C1(CCCc2ccccc2)CCN(C(=O)COC)CC1	0.2%	0.3	2.8	1.2%	-2.5	1.2	-7.7	-3.3%	3.2%
CCCOc1ccc(NC(=O)CC2C(=O)N(c3ccc(C)cc3)C(=O)N2C2CCCC2)cc1 (stereo not given)	1.2%	-1.1	6.0	0.9%	/	2.9	23.5	1.6%	2.8%
CCC(CC)c1nnc(NC(=O)CSCc2c(C)noc2C)s1	/	/	/	-1.5%	-7.9	/	/	0.0%	-13.7%
Cc1ccc(S(=O)ONc2cccc(NOS(=O)c3ccc(C)cc3)c2)cc1 (stereo not given)	/	/	/	-11.6%	-1.3	/	/	-1.4%	-11.7%
CCCC12CN3CCN(CC(C3)/C1=N\NC(=O)c1ccc(C(C)(C)C)cc1)C2	-1.0%	1.0	6.9	-0.5%	-14.6	0.8	0.2	-5.2%	-14.6%
CC(=O)c1sc(NC(=O)COc2ccc([N+](=O)[O-])cc2)nc1C	8.1%	3.6	-1.3	0.8%	11.4	-1.5	3.3	-6.0%	15.4%
CC(=O)c1cc(-c2ccccc2)n(CC(=O)Nc2cccc(C)c2C)c1C	2.0%	1.3	-8.2	-5.3%	5.0	-0.5	-2.7	-4.4%	-8.4%
Cc1ccc(OCCOC(=O)CCc2nc3ccccc3c(=O)[nH]2)cc1	-0.8%	1.1	-7.9	-2.5%	-15.6	-1.4	4.6	-5.8%	0.3%
O=C1CCCc2nn(-c3ccccc3)c(-c3ccncc3)c21	1.5%	2.1	-13.0	-0.5%	9.0	3.4	-4.6	-5.4%	/
C#CC1(NC(=S)Nc2cccc(OC)c2)CCCCC1	/	/	/	-4.6%	-0.4	/	/	1.0%	0.0%
Cc1ccc(S(=O)(=O)N2CCCN(C)CC2)cc1	-0.1%	1.1	-12.4	-12.9%	-10.9	-10.2	-2.5	-3.0%	3.8%
CC(=O)N1CCN(S(=O)(=O)c2cccc(C(=O)NNC(=O)COc3c(C)cccc3C)c2)CC1	/	/	/	-3.3%	-15.9	/	/	-2.2%	3.3%
CCOC(=O)c1sc2ncn(CC(=O)Nc3cc(C)on3)c(=O)c2c1C	6.3%	1.2	-3.2	-15.8%	8.7	-1.4	9.1	-3.1%	-8.9%
CCCCn1c(SCc2nc3ccccc3s2)nc2cc(S(N)(=O)=O)ccc21	1.0%	1.6	-1.8	-2.9%	7.1	3.4	3.6	-2.9%	1.7%
Cc1nnc(SCC(=O)Nc2nc3c(s2)CC(C)CC3)s1 (stereo not given)	-0.1%	3.8	-15.0	0.0%	-14.1	-4.0	10.6	-0.7%	-1.3%
Clc1ccc(CN(Cc2ccc(Cl)cc2)c2nn[nH]n2)cc1	-0.5%	1.0	17.8	-0.2%	-8.2	-3.5	4.4	2.9%	-14.6%
O=C(NCc1nnnn1-c1ccc(Cl)cc1)C(=O)c1c[nH]c2ccccc12	/	/	/	0.8%	-9.0	/	/	-0.1%	0.3%
COc1cc(/C=N/NC(=O)c2ccncc2)ccc1OCC(=O)Nc1cccc([N+](=O)[O-])c1	-0.9%	-1.7	-4.6	-1.5%	-10.3	0.9	/	5.3%	-1.6%
COc1ccc2c(c1)C(c1ccc(C)o1)=NNC(c1ccccc1)=N2	2.4%	-0.5	-0.6	1.1%	9.0	-3.9	8.8	3.2%	1.0%
COc1cc2nc(CN(CCC(C)C)Cc3nc4cc(OC)c(OC)cc4c(=O)[nH]3)[nH]c(=O)c2cc1OC	5.1%	2.8	-9.3	-5.5%	6.2	-5.2	-0.8	0.0%	-4.1%
COc1ccc(Cn2c(=O)oc3ccccc32)cc1F	0.6%	2.3	4.8	-4.1%	-1.0	-2.2	-6.1	-4.6%	-3.0%
Cc1ccc(O)c(NC(=O)CSc2ccc(Cl)cc2)c1	-0.5%	5.6	/	-0.4%	5.6	-7.8	11.3	-2.4%	5.0%
O=C(Nc1nc(-c2ccccc2)cs1)c1ccc2c(c1)S(=O)(=O)c1ccccc1C2=O	0.1%	1.0	1.2	-0.5%	-0.5	-1.6	4.2	-6.6%	4.4%
COC(CNC(=O)C1CCC(CNS(=O)(=O)c2c(C)cc(C)cc2C)CC1)OC (stereo not given)	0.7%	2.0	0.1	-0.2%	8.2	-12.9	3.0	2.0%	-0.7%
CC1=C(C(=O)Nc2ccccc2)C(c2ccc(C(C)C)cc2)N2C(=O)CSC2=N1 (stereo not given)	0.2%	0.8	3.8	-6.8%	-33.4	-0.6	/	-2.3%	-11.2%
O=c1cc(C(F)(F)F)c2sc(N3CCCCC3)nc2[nH]1	5.5%	6.4	-1.6	-0.5%	-2.4	3.0	-27.4	-17.1%	-1.6%
CC(=O)NCCC(=O)Nc1cc(S(=O)(=O)N2CCOCC2)ccc1Oc1ccc(F)cc1	1.5%	1.6	5.6	1.1%	-13.3	-2.8	-4.5	-6.1%	6.3%
O=C(Cn1cnc2ccccc21)N/N=C/c1ccco1	-0.6%	16.9	1.8	0.0%	-7.5	6.1	-5.6	-0.8%	-5.0%
